NSD2 inh: NSD2 (human) methyltransferase inhibition. O96028. NSD2 peptide methylation, AlphaScreen, 120 min. inhibition, % at 12.5 µM. 310,000 compounds, 0.54% hits. AID 743445; in the data active = inhibition above about 50%
PvdQ inh: P. aeruginosa PvdQ acylase inhibition; purified PvdQ acylase, fluorescence plate reader; inhibition, % at 10 µM; 340,000 compounds, 0.063% hits; AID 488965; in the data active = inhibition above about 30%, passing the limit was not always enough; inconclusive = no clear call, values can overlap the other calls;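 also: 0% = vehicle neutral wells and 100% = reference inhibitor wells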
SR-BI HDL uptake: mouse SR-BI HDL lipid transfer inhibition; Q61009; ldlA[mSR-BI] CHO cells, DiI-HDL uptake fluorescence, 3 h; inhibition, % at 12.5 µM; 320,000 compounds, 0.96% hits; AID 488896;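 active = mean replicate inhibition of at least 70% and a set share of replicates each scoring 70 or more; inconclusive = meets just one of the two criteria; inactive = fails both criteria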;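 also: 0% = median of neutral control wells and 100% = median of positive control wells; values of inactives mirror those of a sister screen read the other way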
C-LANA FP: inhibitors of KSHV LANA C-terminal domain DNA binding; MBP-C-LANA/FAM-LBS DNA binding, fluorescence polarization; inhibition, % at 9 µM; 340,000 compounds, 0.078% hits;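 active = highest replicate inhibition at or above 60% at 9 µM, even if other replicates fall short; inactive = all replicates below 60% inhibition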;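 also: 0% = neutral control wells and 100% = 4 µM acridine orange control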
SR-BI DiI-HDL act: SR-BI HDL lipid transfer activation; activation, % at 12.5 µM; AID 504775; CHO ldlA[mSR-BI] cells, DiI-HDL uptake fluorescence, 3 h; 100 = double the neutral-control signal; 320,000 compounds, 0.096% hits;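 active = mean replicate activation of at least 60% and every replicate at or above 60%; inconclusive = mean or all-replicate condition met, but not both; inactive = mean below 60% and not all replicates reaching 60%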;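 also: 0% = median plate neutral-control signal and 100% = twice that signal; values of inactives mirror those of a sister screen read the other way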
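system = CHO ldlA[mSR-BI] cells, LDL receptor-null, SR-BI overexpressing | medium = Ham's F12 with 0.5% BSA, HEPES 25 mM, pH 7.4 | probe or stimulus = DiI-HDL 10 µg/mL | compound dosing = single-point compound dose | incubation = compound exposure 3 h, 37 °C | technique = DiI fluorescence, bottom read | read-out = cell-associated DiI fluorescence as measure of HDL uptake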
RTF Ca sens inh: cardiac RTF calcium desensitization; 340,000 compounds, 0.12% hits; P19429+P45379; IANBD-labeled cardiac RTF, Ca2+ fluorescence; inhibition, % at 7.15 µM;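 active = inhibition above the mean inhibition of all tested compounds plus 3 SD, cut at about 17% in these data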;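 also: assay run at fixed EC70 calcium of 1.6 mM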
PKA-R2B activ: activators of human PKA-R2B complex; PKA-R2B holoenzyme dissociation, Cy5-IP20 fluorescence polarization; R2B truncated from residue 108, S112A mutant; 0% DMSO only, 100% 113 µM cGMP; activation, % at 11.4 µM; 340,000 compounds, 0.079% hits;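 active = activation above a cutoff set at the mean over all compounds plus 3 SD, cut at about 18% in these data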;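 also: higher means more holoenzyme dissociation and a rise in polarization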
Arr AP2 block: inhibitors of human beta-arrestin and AP2 interaction | FITC-arrestin peptide / GST-AP2 beads, flow cytometry; AP2 beta2 appendage carries R879A mutation | inhibition, % at 10 µM | 340,000 compounds, 0.31% hits;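 active = inhibition above a set limit, near 3 SD of compounds lacking own fluorescence, cut at about 54% in these data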;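 also: plate controls were DMSO wells for no effect and 5 µM unlabelled arrestin peptide for full effect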
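System: GST-AP2 R879A bound to glutathione beads, E. coli-expressed. Also added: 50 nM FITC-arrestin peptide. Schedule: compound with beads 12 min RT, then probe 1 h RT. Signal: bead flow cytometry, FITC channel. Read-out basis: percent response.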
Keap1 Nrf2 FP: Keap1-Nrf2 (human) interaction inhibition. Q14145. Keap1 Kelch-Nrf2 peptide fluorescence polarization, 1536-well. inhibition, % at 9.4 µM. 340,000 compounds, 0.15% hits; in the data active = inhibition above about 12%; inconclusive = no clear call, values can overlap the other calls; inactive = below about 7.3%;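 also: human Keap1 Kelch domain with fluorescein labeled Nrf2 9mer peptide probe; 0% = neutral control wells and 100% = peptide positive control; higher means more block of Keap1 binding to Nrf2 peptide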
DAGLB inh: blocks human DAGLB lipase activity; inhibition, % at 5.17 µM; 340,000 compounds, 0.059% hits; HEK293T DAGLB membrane lysate, EnzChek fluorogenic substrate; in the data active = inhibition above about 34%;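 also: 0% = enzyme with vehicle and 100% = wells lacking enzyme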
Starred values were filed as active, the others as inactive; ? = inconclusive; . = no result given; & = joins results of further samples. Rows were taken by chance. Share with any hit: about 2.1%.

SMILES	NSD2 inh	PvdQ inh	SR-BI HDL uptake	C-LANA FP	SR-BI DiI-HDL act	RTF Ca sens inh	PKA-R2B activ	Arr AP2 block	Keap1 Nrf2 FP	DAGLB inh
Cn1c(=O)c2c(nc(N3CCN(C(=O)c4ccco4)CC3)n2CCSc2ncccn2)n(C)c1=O	0	2	-5	-3.2	5	-1	4	2	-5	-3
N#Cc1c(N2CCOCC2)nsc1-c1ccc(C(F)(F)F)cc1	-3	-5	-21	2.2	21	.	.	-6	-2	.
CCOc1ccc(Cl)cc1/C=N/NC(N)=O	-2	-14	11	-0.8	-11	1	1	25	3	-1
C/C(O)=C(/C=NCC(=O)O)C(=O)Nc1nccs1	0	-10	-12	-1.0	12	-11	2	3	-3	-1
N#CCCN(CCC#N)S(=O)(=O)c1ccc(C(=O)Nc2nnc(C3=COCCO3)o2)cc1	0	1	-4	0.9	4	0	-2	33	1	-2
CCOC(=O)c1cnn(-c2cc(C)nc3c(-c4ccccc4)cnn23)c1N	-1	11	24	0.7	-24	-3	-1	6	1	-6
Cc1ccccc1NC(=O)Nc1cc(S(N)(=O)=O)ccc1C	.	-8	-34	2.9	34	-10	1	8	0	0
CNC(=O)CSc1nnc(-c2ccco2)n1-c1cccc(C)c1	-5	-2	-13	-0.4	13	-6	1	19	-5	-3
O=C(C[C@@H]1C/C=C\CC[C@H](Cc2ccc(F)cc2)C(=O)OC[C@@H]2CCCN2C1=O)N[C@H](CO)Cc1ccccc1	.	0	12	-0.4	-12	-6	13	2	4	0
COC(=O)c1oc2ccccc2c1-n1cccc1	1	9	2	0.0	-2	0	6	9	-2	-3
CC1CCN(Cc2c(C(=O)O)nnn2-c2nonc2N)CC1	.	13	-16	-0.2	16	-10	-3	14	-3	1
c1ccc(OCc2nn3c(Cn4cnc5ccccc54)nnc3s2)cc1	2	-14	3	1.0	-3	-4	-5	23	-2	0
CC(C)c1ccc(S(=O)(=O)N2CCC(C(=O)NCC3(N(C)C)CCCCC3)CC2)cc1	-2	-5	-20	0.1	20	-9	-8	-8	3	0
CCCCCCCCCn1cc(C(C)=O)c(=O)[nH]c1=O	-2	-9	4	-0.5	-4	-5	-7	0	-3	0
CCOC(=O)Cn1c(S(=O)(=O)Cc2cccc(F)c2)nc(-c2ccccc2)c1-c1ccccc1	0	2	8	16	-8	-4	0	13	-8	-8
Cc1nc2ccc(C(C(F)(F)F)(C(F)(F)F)C(F)(F)F)cc2[nH]1	1	-11	-7	-1.2	7	8	-3	-1	0	-5
COc1ccccc1C(=O)NC(CCSC)C(=O)NCC(c1cccs1)N1CCOCC1 (centres undefined)	-1	-2	-10	-0.4	10	4	-7	-2	-9	2
COc1ccc(NC(=O)c2cc3c(CO)cnc(C)c3oc2=Nc2cccc(F)c2)c(OC)c1	-2	-18	6	-1.2	-6	-6	0	-8	-1	-2
CCCSc1nnc(CSc2nc(C)cc(C)n2)n1C	0	9	-13	-0.1	13	2	-1	42	-4	0
O=C(NCc1ccccc1)C1=C[C@H](c2coc3ccccc3c2=O)C[C@H](OCc2ccc(CO)cc2)O1	.	-4	-48	-0.1	48	3	0	0	-3	4
COc1ccc(S(=O)(=O)N2CCC(C(=O)NCCCN3CCOCC3)CC2)cc1	-2	-14	-22	1.1	22	1	-5	-6	-9	-2
CC1CCCN(C(=O)C2CCN(S(=O)(=O)c3cccc4nonc34)CC2)C1 (centres undefined)	-3	-10	.	-0.8	.	3	0	-8	-2	1
CCCCCCCCCCCCCCCC[n+]1cccc(C(=O)N(CC)CC)c1	-1	7&0	0&6	0.8&-4.4	0&-6	1&15	-15&-9	-5	?	4&5
CS(=O)(=O)NNC(=O)CN1C(=O)C2C3C=CC(C3)C2C1=O (centres undefined)	0	-25	1	0.5	-1	-4	4	4	-5	-3
Cc1c(C(=O)OCC(=O)N(C)Cc2ccccc2)oc2ccccc12	-1	9	9	0.3	-9	-6	13	34	3	-5
Cc1nnc2c(NC3CCCCC3)nc3ccccc3n12	0	5	-1	0.8	1	7	1	32	-1	-3
CC(C)P(=O)(Cc1cccc(C#N)c1)C(C)C	-1	4	0	-1.5	0	-4	0	14	-4	-1
O=C(CSc1nc2scc(-c3ccco3)c2c(=O)n1-c1ccccc1)N1CCOCC1	7	-14	-1	0.1	1	-1	-4	8	-5	-2
O=C(COC(=O)c1ccc([N+](=O)[O-])o1)NC12CC3CC(CC(C3)C1)C2	48	-13	-7	-3.7	7	-2	-6	-3	-6	1
Cc1cc(C)n2cc(CSc3ccc(Br)cc3)nc2n1	3	-3	4	-0.5	-4	0	-11	-2	-7	2
Cc1cc(NS(=O)(=O)c2ccc(-c3ccccc3)cc2)no1	-2	-15	-5	-0.1	5	-6	9	-11	-1	2
O=C(NCc1ccco1)c1ccc(CS(=O)(=O)c2cccc(C(F)(F)F)c2)o1	0	-16	-19	0.1	19	-5	-2	6	-1	1
O=C(CN(C(=O)CCC(=O)Nc1nccs1)c1ccc(F)cc1)NCC1CCCO1 (centres undefined)	.	-10	-35	1.2	35	-8	2	2	7	0
N=c1c(C(=O)NCc2ccc3c(c2)OCO3)cc2c(=O)n3ccccc3nc2n1Cc1cccnc1	1	-7	8	0.7	-8	-4	-2	11	-3	1
CC1(C)CC(=O)c2sc(NC(=O)c3cccs3)nc2C1	-1	0	0	-0.4	0	6	-5	27	-2	0
CN(Cc1ccco1)S(=O)(=O)c1nnc(NC(=O)c2cccc(Cl)c2)s1	-1	1	-14	1.3	14	-7	9	23	6	4
COc1ccc(CN2CC(C(=O)NCCN3CCN(c4ccccc4F)CC3)CC2=O)cc1 (centres undefined)	-1	-10	-18	0.5	18	4	-8	1	-6	-7
COc1cc(NC(=O)CCc2c(C)noc2C)c(Cl)cc1C(=O)O	0	-18	0	-0.7	0	-6	1	-21	-3	-1
Cc1csc(NC(=O)c2ccoc2C)n1	2	-8	-11	0.4	11	4	-4	-4	-2	2
Cc1cc(Cl)ccc1C(=O)C1CCCN(C(=O)c2cnsn2)C1 (centres undefined)	-2	-11	-1	0.0	1	0	-4	10	1	-3
CCOC(=O)C1CCN(c2c(NC3CCCCCCC3)c(=O)c2=O)CC1	.	-5	2	-0.2	-2	-3	-7	21	-3	0
Cc1cc(C)c(S(=O)(=O)N2CCN(C(=O)CCn3nc(C)c(C)c3C)CC2)c(C)c1	.	17	.	0.9	.	8	-5	7	2	-2
COc1ccc(-c2[nH]c(-c3cccc(OC)c3)nc2SCC(=O)NC2CCCC2)cc1	.	3	?	-1.0	-73	-2	-10	-3	2	0
N#Cc1ccccc1OCC(=O)N(C1CCCCC1)C1CCS(=O)(=O)C1 (centres undefined)	-2	-10	-9	-0.6	9	-3	-1	-6	-1	1
Cn1c(=O)oc2cc(S(=O)(=O)NCCC(=O)NC3CCCC3)ccc21	0	-9	-1	1.9	1	-4	16	2	-3	-1
CC1(C)NC(=O)N(CC(O)CN(c2ccccc2)S(=O)(=O)c2ccccc2[N+](=O)[O-])C1=O (centres undefined)	6	-25	6	-2.0	-6	-14	-4	0	-5	-6
O=C(Oc1ccc(Br)cc1C(=S)N1CCOCC1)c1ccccc1	3	-9	.	0.9	.	-29	8	-1	-2	-1
Cc1ccccc1NN=Nc1nc2c([nH]1)c(=O)n(C)c(=O)n2C	2	-9	-22	4.4	22	-3	5	3	-3	1
CN(Cc1c(F)cccc1Cl)c1nnnn1-c1ccccc1	-1	-9	3	0.2	-3	3	7	-6	-1	1
COc1cc(Cl)ccc1OCc1cc(C(=O)NCC(C)(C)N2CCOCC2)no1	-4	0	5	-1.6	-5	-9	-8	-5	-8	-4
CC1(C)Cc2ccccc2-c2nnc(-c3ccccc3)n21	27	-9	-9	1.0	9	-8	4	10	3	0
O=C(O)CCCn1cc(NC(=O)COc2cc(F)ccc2[N+](=O)[O-])cn1	1	-13	-12	0.1	12	-7	-8	1	-2	-1
CCCCN1C(=O)C2C(c3ccc(OC)cc3O)NC(CC(C)C)(C(=O)O)C2C1=O (centres undefined)	.	-12	-5	-1.4	5	-6	-2	11	0	0
CCn1c(=O)c2c(nc(SCC(=O)NCC3CCCO3)n2C)n(C)c1=O (centres undefined)	1	-6	-14	-1.2	14	0	-20	2	-3	0
Cn1c(SCC(=O)N2CCCC2=O)nc2ccccc21	-2	-4	-9	0.4	9	0	-10	-25	5	-2
C=CCc1cc(Cl)ccc1OCCCNC(C)CC (centres undefined)	31	2	5	-5.8	-5	8	8	33	5	4
NS(=O)(=O)c1ccc(NC(=O)CN2CCCC2)cc1	15	0	-9	-4.1	9	-10	4	-11	3	1
CC1(C)c2[nH]c3ccccc3c2C[C@@H]2C(=O)N(Cc3ccccc3F)C(=O)N21	.	-9	53	2.7	-53	-3	2	-7	-5	1
COc1ccc(S(=O)(=O)Nc2cccc(-c3ccc(N4CCCCCC4)nn3)c2)c(OC)c1	-1	-6	-5	0.4	5	-8	5	-10	0	2
COc1cccc(C(=O)N(CN2CCCC2=O)c2cccc(Cl)c2)c1OC	.	15	2	1.0	-2	1	-3	31	0	0

The final three compounds of the section above lead into the next:
SMILES	NSD2 inh	PvdQ inh	SR-BI HDL uptake	C-LANA FP	SR-BI DiI-HDL act	RTF Ca sens inh	PKA-R2B activ	Arr AP2 block	Keap1 Nrf2 FP	DAGLB inh
CC1(C)c2[nH]c3ccccc3c2C[C@@H]2C(=O)N(Cc3ccccc3F)C(=O)N21	.	-9	53	2.7	-53	-3	2	-7	-5	1
COc1ccc(S(=O)(=O)Nc2cccc(-c3ccc(N4CCCCCC4)nn3)c2)c(OC)c1	-1	-6	-5	0.4	5	-8	5	-10	0	2
COc1cccc(C(=O)N(CN2CCCC2=O)c2cccc(Cl)c2)c1OC	.	15	2	1.0	-2	1	-3	31	0	0
Cc1ccc(C)c(NC(=O)CN(C)C(=O)c2cc(-c3cccs3)nn2-c2ccccc2)c1	3	-22	-7	0.1	7	-4	-8	-6	-6	-4
C/C=C(\C)C(=O)N1CCC(C(=O)c2ccccc2)CC1	1	-14	-2	0.1	2	-4	-4	-6	-2	0
O=[N+]([O-])c1ccc(O)c(-c2nn[nH]n2)c1	.	3	-17	-0.4	17	3	-13	29	0	3
COC(=O)c1ccsc1NC(=O)CCS(=O)(=O)c1ccc(Cl)cc1	0	-17	8	-1.1	-8	-6	-7	4	-4	1
Cc1ccc(S(=O)(=O)N2[C@@H](c3ccc(F)cc3)C(C(=O)O)=CC[C@H]2c2cccc(Cl)c2)cc1	.	-16	-28	2.8	28	6	-17	2	-2	1

Assay outcomes (PubChem BioAssay)
